Source: PubChem
ELG1 repair inh: inhibitors of ELG1-dependent DNA repair in HEK293T cells; HEK293T ELG1-luciferase reporter, luminescence, 16 h; DNA damage induced by 5-fluorouridine; Potency, µM (series often up to 46.1 µM), inactives show at the top dose activity change, negative = inhibition, hits mostly inhibitors; 2.3% of 330,000 active; AID 504467; further: potency means the concentration at half of the fitted maximal effect; on the % scale 0 is the no-effect control and ±100 the full control effect; nearly all actives have a fitted effect of over 55% in size
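Overnight (16 hr) co-exposure of 2,000 cells/well to 5-fluorouridine and compound at 37 °C preceded detection. Luciferase was quantified via ONE-Glo luminescence; loss of signal denotes inhibition.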
FLuc modulator: counter-screen for miR-21 project: firefly luciferase inhibitors or activators; purified FLuc, Km substrates, luminescence inhibition; AID 588342; P08659; Potency, µM (top dose mostly 57.5 µM), inactives show top-dose activity change, negative = inhibition, hits mostly inhibitors; 6.9% of 360,000 active;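 further: potency means the concentration at half of the fitted maximal effect; plate controls were vehicle for no effect and reference inhibitor for full effect; nearly all actives have a fitted effect of over 55% in size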
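Biochemical qHTS of compounds, final roughly 60 µM downward over six points, against 10 nM purified firefly luciferase using Km concentrations of substrates (10 uM D-luciferin, 10 uM ATP) in Tris acetate pH 7.5 buffer; luminescence output.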
RORgamma inh: ROR gamma (mouse) transcription inhibition; P51450; Drosophila S2 Gal4-RORgamma UAS-luciferase reporter, 20 h; Potency, µM (titrated, usually from 53.6 µM), for inactives: top-dose activity change, negative = inhibition, actives largely listed as inhibitors; 5.4% of 310,000 active; AID 2551; further: potency means the concentration at half of the fitted maximal effect; on the % scale 0 is the no-effect control and ±100 the full control effect; nearly all actives have a fitted effect of over 60% in size
Target sequence (P51450 whole entry, looked up, the tested form may be a part): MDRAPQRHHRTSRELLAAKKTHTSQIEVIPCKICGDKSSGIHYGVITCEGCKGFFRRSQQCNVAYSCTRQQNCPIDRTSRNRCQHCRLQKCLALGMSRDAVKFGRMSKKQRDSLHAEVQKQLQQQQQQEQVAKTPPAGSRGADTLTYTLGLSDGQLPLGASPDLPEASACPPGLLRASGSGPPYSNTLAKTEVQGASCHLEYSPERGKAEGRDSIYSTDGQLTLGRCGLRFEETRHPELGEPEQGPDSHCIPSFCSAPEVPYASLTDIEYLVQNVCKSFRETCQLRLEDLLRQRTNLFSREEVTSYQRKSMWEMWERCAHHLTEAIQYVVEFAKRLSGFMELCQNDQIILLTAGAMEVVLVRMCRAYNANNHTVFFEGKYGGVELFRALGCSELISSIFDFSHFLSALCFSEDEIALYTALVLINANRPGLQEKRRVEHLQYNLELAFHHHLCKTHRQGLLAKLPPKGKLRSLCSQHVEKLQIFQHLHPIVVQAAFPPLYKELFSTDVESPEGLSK
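Compounds are pin-transferred onto Drosophila Schneider cells expressing a copper-inducible Gal4–ROR gamma transactivation domain fusion. After 1 hr, copper sulfate is added to 700 uM final; luciferase is read 20 hr later.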
BRCA1 expr act: BRCA1 expression activation; MCF7-BRCA1-FFLuc reporter, luminescence, 48 h; response scale: scaled: vehicle 0%, 10 µM genistein 100%; 1.1% of 380,000 active; Potency, µM (highest dose often 46.1 µM), inactives show top-dose activation, hits mostly activators; further: potency means the concentration at half of the fitted maximal effect; nearly all actives have a fitted effect of over 80% in size; some results filed as inactive show a strong effect at the top dose
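MCF7-BRCA1-FFLuc, 2000 cells/well; 2 h attach, 37 °C/5% CO2; compound 48 h; luciferase substrate 15 min; luminescence end-point. Norm. to genistein 10 microM max activation and DMSO; concentration-response curves fitted.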
p53 reactivation: re-activators of mutant p53; 0.063% of 320,000 active; Potency, µM (doses to about 92.2 µM), for the others: at the highest dose activity change, positive = activation, hits mostly activators; H1299 p53-A138V BP100-luciferase reporter, luminescence, 24 h; AID 504706; further: potency means the concentration at half of the fitted maximal effect; % of control where 0% means no effect; nearly all actives have a fitted effect of over 45% in size
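H1299 (p53-null), stable ts p53-A138V + BP100-Luc; 1000 cells/well, Opti-MEM/10% FBS; cpd 4 pt, 1:5; 24 h, 37 deg C, 5% CO2; detection reagent 10 min RT; luminescence.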
Tb PFK block: blocks T. brucei phosphofructokinase; O15648; Potency, µM (titrated, usually from 57.5 µM), inactives show at the top dose activity, negative = inhibition, most hits filed as inhibitors; T. brucei PFK, ADP-Glo luminescence; 0.17% of 330,000 active;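 further: potency means the concentration at half of the fitted maximal effect; 0% = uninhibited 1x PFK enzyme wells and -100% = no-enzyme wells; nearly all actives have a fitted effect of over 60% in size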
Target sequence (O15648 whole entry, looked up): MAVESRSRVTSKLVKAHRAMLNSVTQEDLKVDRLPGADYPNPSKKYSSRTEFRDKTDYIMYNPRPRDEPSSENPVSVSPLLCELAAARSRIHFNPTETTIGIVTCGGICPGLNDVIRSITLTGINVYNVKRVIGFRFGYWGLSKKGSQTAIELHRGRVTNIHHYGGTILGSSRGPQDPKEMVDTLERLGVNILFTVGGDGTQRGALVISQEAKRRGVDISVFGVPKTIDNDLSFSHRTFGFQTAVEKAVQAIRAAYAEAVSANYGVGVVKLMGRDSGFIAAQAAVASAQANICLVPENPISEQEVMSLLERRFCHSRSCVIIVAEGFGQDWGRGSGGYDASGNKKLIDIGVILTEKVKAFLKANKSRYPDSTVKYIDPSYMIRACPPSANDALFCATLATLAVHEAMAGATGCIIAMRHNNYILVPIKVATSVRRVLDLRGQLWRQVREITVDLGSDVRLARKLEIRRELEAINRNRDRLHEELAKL
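PFK 1.25 nM, F6P 0.5 mM, ATP 0.1 mM, 0.1 M TEA pH 8.0, 5 mM MgCl2, 0.01% Tween20, 0.1% BSA; 45 min RT. ADP-Glo readout. qHTS titration up to 57 uM; curves fitted, compounds curve-classed.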
NPC1 prom act: NPC1 promoter activation. Huh7 NPC1 promoter luciferase reporter, 24 h. Potency, µM (highest dose often 9.22 µM), without a hit: at the highest dose activation, usual class: activators. 2.4% of 320,000 active;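 further: potency means the concentration at half of the fitted maximal effect; % of control where 0% means no effect; nearly all actives have a fitted effect of over 60% in size; reporter is driven by a mutant NPC1 promoter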
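Stably transfected Huh7 (NPC1 promoter→luciferase), 1500 cells/well in Opti-MEM + 10% FBS, 2 h settle, then compound 24 h at 37 °C. Luminescence after 10 min with Amplite reagent.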
Rab9 promoter act: Rab9 promoter activation; Potency, µM (highest dose often 9.22 µM), for inactives: at the highest dose activation, negative = inhibition, actives largely listed as activators; Huh7 Rab9 promoter-luciferase reporter, luminescence, 24 h; 2.8% of 320,000 active; further: potency means the concentration at half of the fitted maximal effect; % of control where 0% means no effect; nearly all actives have a fitted effect of over 60% in size
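Steps: seed 1500 Huh7 Rab9-luc cells per well, rest 2 h at 37 °C; add compound in DMSO; incubate 24 h; add luciferase reagent, 10 min ambient; read luminescence.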
ELG1 genotoxic: induces genotoxicity in HEK293T cells with luciferase-tagged ELG1; HEK293T ELG1-luciferase reporter, luminescence, 16 h; Potency, µM (highest dose often 46 µM), for inactives: top-dose activity change, positive = activation, usual class: activators; 1.3% of 330,000 active; AID 504466; further: potency means the concentration at half of the fitted maximal effect; % of control where 0% means no effect; nearly all actives have a fitted effect of over 60% in size
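Luminescence read-out: rising ELG1-luciferase signal, reflecting elevated ELG1 protein under genetic stress, flags genotoxic compounds. Cells were treated for 16 hr at 37 °C before ONE-Glo detection.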
TRPV1 ag: agonists of human vanilloid receptor 1 (TRPV1); activation, % at 8.33 µM; 0.19% of 320,000 active; TRPV1-expressing cells, Fluo-8 calcium influx, agonist mode; Q8NER1; AID 540275; in the data active means activation above about 80%; inconclusive means between about 30% and that limit; further: 0% is about no effect
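Fluo-8 calcium influx in TRPV1-expressing cells, kinetic read (ex 480/em 520 nm). Compound added and read 3 min for agonist activity, followed by capsaicin at EC20 final and 2 min further read for enhancement.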
VP16 counter: Gal4-VP16 reporter inhibition counter-screen | Drosophila S2 Gal4-VP16 UAS-luciferase, luminescence, 20 h | Potency, µM (highest dose often 53.6 µM), for the others: top-dose activity, negative = inhibition, actives largely listed as inhibitors | 3.5% of 310,000 active;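 further: Gal4-VP16 expression switched on by copper sulfate through the metallothionein promoter; potency means the concentration at half of the fitted maximal effect; on the % scale 0 is the no-effect control and ±100 the full control effect; nearly all actives have a fitted effect of over 50% in size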
* hit, by the source's call; ? = inconclusive; . = no result given; & = joins results of further samples; [ ] = dose if it differs, or a comment. Unless noted, the call rests on the fitted dose curve; in most records, active means well fitted curve in the direction sought with a large enough effect; inconclusive means small, poorly fitted or top-dose-only effect, or another doubt; inactive means no such curve, though single readings can be large; an effect the other way counts as inactive or inconclusive.

Value order: ELG1 repair inh	FLuc modulator	RORgamma inh	BRCA1 expr act	p53 reactivation	Tb PFK block	NPC1 prom act	Rab9 promoter act	ELG1 genotoxic	TRPV1 ag	VP16 counter
CCOC(=O)N1CCN(C(=O)c2ccc(Cn3c(=S)[nH]c4ccc(Br)cc4c3=O)cc2)CC1
    7.3µM*	1%	?	-38%	-2%	0%	-35%[inhibitor]	-33%[inhibitor]	-13%	4	14µM*
O=C(Cc1sc(-c2ccccc2Cl)nc1-c1ccccc1)Nc1ccc(F)cc1
    ?	-4%	32%	-12%	-5%	-2%	1%	-6%	30%	0	-6%
c1ccc(-c2noc(-c3cccc4ccccc34)n2)cc1
    ?	6µM*	166%	52%	?	-11%	26%	14%	?	3	?
Cc1ccc(S(=O)(=O)Nc2cccc(C(=O)NCCCn3ccnc3)c2)cc1F
    30%	0%	.	-35%	5%	-1%	-4%	-1%	0%	0	.
COc1ccccc1-n1c(SCC(=O)NC2CCS(=O)(=O)C2)nc2ccccc2c1=O (centres undefined)
    10%	2%	.	2%	1%	2%	0%	0%	4%	0	.
CCCCNC(=S)NC(=O)c1ccc(Cl)cc1Cl
    ?	?	16µM*	?	8%	2%	2%	18%	4%	16	?
Cc1cc(Cl)ccc1OCC(=O)N/N=C/c1ccc(OC2OC(CO)C(O)C(O)C2O)cc1 (centres undefined)
    -1%	0%	-8%	-16%	2%	-10%	-7%	-5%	-5%	-3	-4%
COc1ccc(CNC(=O)CCC(=O)c2ccccc2)cc1
    8%	2%	.	-1%	3%	-3%	1%	-8%	1%	3	.
Cc1oc(-c2cccs2)nc1CS(=O)CC(=O)NC1CCCCCC1 (centres undefined)
    -4%	-7%	-17%	-5%	1%	0%	-3%	-8%	-1%	.	9%
Cn1c(C=O)c(-c2ccc3c(c2)OCCO3)c2ccccc21
    3%	-5%	.	-10%	-7%	1%	2%	-4%	-3%	19	.
COc1ccccc1N1CCN(C(=O)C2C3C=CC4(CN(Cc5ccccc5Cl)C(=O)C24)O3)CC1 (centres undefined)
    -12%	-1%	21%	-25%	-17%	-2%	1%	0%	-1%	-1	-1%
O=C(COC(=O)/C=C/c1nc2ccccc2s1)Nc1ccccc1Oc1ccccc1
    11%	-16%	7%	4%	5%	2%	0%	3%	7%	8	22%
CC1CCCC(NC(=O)CN(C)S(=O)(=O)c2cnc[nH]2)C1C (centres undefined)
    -4%	-2%	8%	-21%	3%	-4%	0%	-10%	0%	-3	3%
O=c1[nH]c2c(cc1CNCCN1CCOCC1)c(-c1cccc(F)c1)nn2-c1ccccc1
    7%	-2%	-10%[10 µM]	.	-4%	2%	5%	2%	1%	9	?
CCc1n[nH]c2c1/C(=N/O)CCC2
    -15%	-1%	-14%	27%	-6%	-3%	0%	-1%	-5%	6	6%
O=C(Nc1cccc(F)c1)c1ccco1
    ?	-16%	9%	?	7%	-6%	15%	25%	12%	9	0%
Cc1ccc(Oc2ccccc2)c(NC=O)c1
    27%	-1%	-19%[10 µM]	8%	4%	-7%	-3%	-6%	8%	-3	7%
CCOn1c(=O)c(-c2cccs2)[n+]([O-])c2ccccc21
    -5%	6%	12%	-1%	4%	-2%	1%	0%	0%	2	0%
O=C(Cc1coc2ccc3ccccc3c12)N1CCN(c2ncccn2)CC1
    ?	-13%	0%	-1%	-7%	-3%	2%	9%	-2%	4	-1%
O=C(Nc1cccc(C(F)(F)F)c1)c1cc[n+]([O-])cc1
    28%	3%	2%	-11%	-11%	-2%	0%	0%	0%	0	-13%
COc1ccc(S(=O)(=O)Nc2cccc3c2O[C@H](CN(C)Cc2ccc(C(=O)O)cc2)[C@@H](C)CN([C@H](C)CO)C3=O)cc1
    13%	.	.	7%	13%	8%	.	.	0%	.	.
O=C1OCCC1Sc1nnnn1-c1ccccc1 (centres undefined)
    11%	2%	-2%	-11%	-3%	0%	-1%	-8%	-1%	0	-4%
CCC(C)NC(=O)COC(=O)c1ccccc1OCC(=O)Nc1ccc(Br)cc1 (centres undefined)
    ?	-1%	10%	-13%&-7%	13%	-2%	0%	2%	?	7	-5%
O=C(Cn1ncc(Cl)c(Cl)c1=O)N1CCN(S(=O)(=O)c2ccc3ccccc3c2)CC1
    ?	0%	13µM*	-97%	-42%[inhibitor]	0%	-26%	-35%[inhibitor]	-8%	-1	?
CC(=O)c1c(C)[nH]c(C(=O)NNC(=O)COc2cc(C)cc(C)c2)c1C
    0%	4%	.	-20%	-6%	-1%	-1%	-3%	-1%	1	.
COc1ccc(OCC(=O)NCCS(=O)(=O)N2CCN(c3ccc(F)cc3)CC2)cc1
    2%	0%	3%	2%	8%	2%	0%	3%	1%[9.26 µM]	0	0%
O=C1CCCc2cc3c(cc21)CC1(C3)Cc2cc3c(cc2C1)C(=O)CCC3
    13µM*	-1%	?	-44%	6%	1%	-24%	-19%	-6%	2	?
COC(=O)Cc1ccc(NC(=S)N2CCN(C(=O)C3CCCO3)CC2)cc1 (centres undefined)
    14%	2%	-21%	-8%	2%	-1%	2%	-1%	-1%	2	-1%
Cc1ccc(S(=O)(=O)N2CCN(c3cnn(-c4ccccc4)c(=O)c3Cl)CC2)cc1
    8%	6%	-5%	-13%	0%	6%	-2%	-3%	2%	-5	-1%
C/C(=N\NC(=S)NC1CCCCC1)c1cccc(C(F)(F)F)c1
    -8%	-2%	?	2%	0%	3%	-7%	-1%	-3%	?	2.5µM*
Cc1c(NC(=O)Nc2cccc(C(F)(F)F)c2)c(=O)n(-c2ccccc2)n1C
    3%	-2%	12%	-10%	-11%	4%	-2%	0%	2%	-2	-5%
O=C(COc1cccc2ccccc12)N/N=C/c1ccco1
    5%	-7%	-14%	1%	-16%	-20%	-5%	10%	-1%	12	5%
Cc1nc(-c2cccc(NC(=O)c3cccc(S(=O)(=O)N4CCCC4)c3)c2)cs1
    18µM*	?	.	-30%	-9%	1%	2%	-3%	-10%	7	.
CCOC(=O)c1[nH]cnc1C(=O)Nc1ccncc1
    -10%	0%[2.3 µM]	-1%	0%	11%	-1%	10%	4%	1%	-1	0%
O=C(CSc1nncs1)Nc1cc(-c2ccccc2)nn1-c1ccccc1
    ?	?	5%	12%	-6%	-3%	-1%	0%	-8%	2	-1%
COc1cc2cncc(Cc3ccc(Cl)cc3)c2cc1OC
    ?	-2%	.	-21%	-21%	2%	0%	-3%	-2%	-5	.
C/C(=N\NC(=O)c1nn(C)c(C)c1Br)c1cccc(NC(=O)c2ccoc2C)c1
    ?	2.4µM*	6%	75%	19%	-4%	26%	?	16%	-1	-7%
CCc1cccc(N(C(=O)c2csnn2)C(C(=O)NC2CCCCC2)c2cccnc2)c1 (centres undefined)
    -2%	0%	-2%	-29%	-1%	2%	0%	-1%	7%	10	8%
Cc1ccc(C)c(NC(=S)NCC(c2ccccc2)N(C)C)c1 (centres undefined)
    -13%	1%	-2%	-1%	-3%	-1%	2%	1%	-8%	12	7%
O=C1COc2ccc(C(=O)COC(=O)CCOc3ccccc3)cc2N1
    -6%	.	.	-14%	4%	7%	.	.	-1%	.	.
CCOC(=O)C1CCN(C(=O)C2CCN(S(=O)(=O)c3cccc4cccnc34)CC2)CC1
    -26%	1%	11%	.	0%	5%	-1%	-3%	-7%	.	-1%
COc1cc(CNCCCN2CCOCC2)ccc1OCC(=O)Nc1cccc(C(F)(F)F)c1
    -7%	0%	-4%	0%	-6%	0%	-5%	-2%	1%	0	-15%
Cc1cc(C)c(C(=O)CSc2n[nH]c(-c3ccncc3)n2)c(C)c1
    ?	-14%	19%	-20%	-2%	-2%	-3%	-2%	-2%	10	-6%
Cc1ccc(S(=O)(=O)N2CCCCC2)cc1C(=O)NCc1ccncc1
    3%	0%	-17%	1%	-1%	-20%	2%	-3%	0%	1	-4%
